Lipid storage S3 – qHTS Assay for Lipid Storage Modulators in Drosophila S3 Cells; Drosophila S3 cells, BODIPY lipid droplet fluorescence, 18-24 h; cells fed with added oleic acid; lipid storage change, negative = inhibition, % at the top dose, mostly 46.1 µM; hits show Potency in µM; 0.64% of 320,000 active; AID 2685; active means well fitted inhibition curve with a large enough effect in the signal ratio, with a control signal flat, not every such curve was filed as active; inconclusive means small, poorly fitted or top-dose-only effect, or effect the other way, or a change in a side signal; the % refers to the signal ratio
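Laser-scanning cytometry quantifies lipid droplet accumulation (500–530 nm total intensity; droplet/cell object ratio) in oleic acid-fed (400 uM added) Drosophila S3 cells treated with a concentration series. 20 uM Triacsin C defined 100% inhibition.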
Lipid storage S3 cell count max – second read-out of Lipid storage S3, no call of its own (marks repeat the call); cell number change, %; measured here: cell count max response;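 cells counted by Cell Tracker Red CMTPX staining in the red channel; peak over a dose series mostly up to 46.1 µM; percent activity relative to internal control wells on each plate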
* = called active by the depositor; i = inactive; ? = inconclusive; nt = not tested or not shown. On the % scale 0 is the no-effect control and ±100 the full control effect; potency means the concentration at half of the fitted maximal effect. This is a subset; the hit share may differ from the screen's.

Lipid storage S3 | Lipid storage S3 cell count max | smiles
-26% | -9 | CCCCn1c(N)c(N(CCOC)C(=O)c2cc(=O)[nH]c3ccccc23)c(=O)[nH]c1=O
? | nt | COc1ccc(N(CC(=O)Nc2nc3ccc(C)cc3s2)S(=O)(=O)c2c(C)nn(C)c2C)cc1
? | nt | Cc1cccc(NC(=O)c2ccccc2OCC(=O)c2ccc(F)cc2)c1
i | nt | CN1C(=O)c2cccc(NCCCCCCN3C(=O)c4ccccc4C3=O)c2C1=O
? | nt | CCCCCCCCNC1=CC(=O)CC(C)(C)C1
-14% | -6 | O=S(=O)(NCC1CC1)c1ccc(F)c(Cl)c1
? | nt | Cc1c(/C=N/n2cnnc2)c2ccccc2n1C
11% | -12 | Cc1ccc(OCc2nnc(SCC(=O)CC(=O)Nc3ccccc3)o2)cc1
i | -8 | Nc1c(C=C2C=CC(=O)C=C2)c(=O)nc2sc(CC(=O)N3CCCC3)nn12
-16% | -23 | CC(=O)c1c(C)[nH]c(C(=O)OCC(=O)Nc2cccc(S(=O)(=O)N3CCCC3)c2)c1C
-9% | -8 | C[C@]12CCC(=O)C=C1CC[C@@H]1[C@@H]2[C@@H](O)C[C@@]2(C)[C@H]1CC[C@]2(O)C(=O)CO
? | nt | COCCCN1C(=O)c2ccc(C(=O)OCC(=O)NCc3ccccc3OC)cc2C1=O
? | nt | O=C(O)C1CCN(C(=O)COc2ccc3c(c2)oc(=O)c2ccccc23)CC1
1% | -24 | COC(=O)c1[nH]c2ccc(Cl)cc2c1NC(=O)CCN1CCOCC1
? | nt | Cc1oc(-c2cc(Cl)cc(Cl)c2)cc1C(=O)NCCc1ccccc1
? | nt | Cc1ccc(C(=O)N(CN2CCCC2=O)c2ccccc2)cc1
? | nt | COc1ccccc1NS(=O)(=O)c1ccc(C(=O)Nc2ncccc2O)cc1
? | nt | CCCn1c(C(O)c2cccc(OC)c2)nc2ccccc21 (stereo not given)
? | nt | CC(=O)c1ccc(N2CCN(C(=O)/C=C/c3ccc4ccccc4n3)CC2)cc1
-25% | -25 | C=CCn1c(C)nnc1SCC(=O)Nc1ccccc1C(=O)NC1CC1
? | nt | COc1cc(CCC(=O)OCC(=O)Nc2ccc(F)cc2F)cc(OC)c1OC
? | nt | CC(=O)Nc1ccc(S(=O)(=O)N2CCCC3CCCCC32)cc1 (stereo not given)
-29% | nt | CCC(C)(C)NC(=O)CN(Cc1ccc2c(c1)OCO2)C(=O)CCC(=O)Nc1ccccn1
? | nt | COCC(CN1CCN(C2=NS(=O)(=O)c3ccccc32)CC1)OC(=O)c1ccc(OC)cc1 (stereo not given)
? | nt | NC(=S)Nc1cccc2[nH]ccc12
16% | 8 | O=C1c2ccccc2C(Nc2ccc3c(c2)OCO3)N1Cc1ccc2c(c1)OCO2 (stereo not given)
? | nt | CC12CCC(C(=O)N(CC(O)CN3CCCCC3)C1=O)C2(C)C (stereo not given)
? | nt | O=C(CCCn1c(=S)[nH]c2cc3c(cc2c1=O)OCO3)N1CCN(c2ccc(F)cc2)CC1
? | nt | CC(C)(C)NC(=O)CC(c1ccccc1)c1ccccc1O (stereo not given)
? | nt | COC(=O)[C@@H]1C[C@H]2CC[C@H](O)C[C@H]2N1Cc1ccc(Cl)cc1
i | 19 | NC(=O)c1sc(-c2ccsc2)cc1NS(=O)(=O)c1ccc(C(F)(F)F)cc1
0% | 2 | CC(=O)N(C)c1nnc(-c2ccccn2)s1
13% | -8 | Nc1ccc(C(=O)OCC(=O)NC2CCS(=O)(=O)C2)cc1[N+](=O)[O-] (stereo not given)
? | nt | CN(C)CCNc1nc2sc3c(c2c(=O)n1CCc1ccccc1)CCCCC3
13% | nt | C[N+](C)(C)C[C@H](O)CC(=O)[O-]
8% | 18 | COc1ccc2ccc(=O)oc2c1CC(O)C(C)(C)O (stereo not given)
? | nt | Cc1ccc(S(=O)(=O)N2CCN(C(=O)C3Cc4ccccc4CN3C(=O)c3ccco3)CC2)cc1 (stereo not given)
-11% | -3 | CC(Cc1ccccc1)C(=O)NCCO (stereo not given)
10% | -2 | O=C(NCCC1=CCCCC1)c1ccc(F)c(S(=O)(=O)N2CCOCC2)c1
-1% | 6 | CC(=O)c1ccc(OCC(=O)NCc2ccc(F)cc2)cc1

16 of these compounds in another layout.
molecule | Lipid storage S3 | Lipid storage S3 cell count max
COCC(CN1CCN(C2=NS(=O)(=O)c3ccccc32)CC1)OC(=O)c1ccc(OC)cc1 (stereo not given) | ? | nt
NC(=S)Nc1cccc2[nH]ccc12 | ? | nt
O=C1c2ccccc2C(Nc2ccc3c(c2)OCO3)N1Cc1ccc2c(c1)OCO2 (stereo not given) | 16% | 8
CC12CCC(C(=O)N(CC(O)CN3CCCCC3)C1=O)C2(C)C (stereo not given) | ? | nt
O=C(CCCn1c(=S)[nH]c2cc3c(cc2c1=O)OCO3)N1CCN(c2ccc(F)cc2)CC1 | ? | nt
CC(C)(C)NC(=O)CC(c1ccccc1)c1ccccc1O (stereo not given) | ? | nt
COC(=O)[C@@H]1C[C@H]2CC[C@H](O)C[C@H]2N1Cc1ccc(Cl)cc1 | ? | nt
NC(=O)c1sc(-c2ccsc2)cc1NS(=O)(=O)c1ccc(C(F)(F)F)cc1 | i | 19
CC(=O)N(C)c1nnc(-c2ccccn2)s1 | 0% | 2
Nc1ccc(C(=O)OCC(=O)NC2CCS(=O)(=O)C2)cc1[N+](=O)[O-] (stereo not given) | 13% | -8
CN(C)CCNc1nc2sc3c(c2c(=O)n1CCc1ccccc1)CCCCC3 | ? | nt
C[N+](C)(C)C[C@H](O)CC(=O)[O-] | 13% | nt
COc1ccc2ccc(=O)oc2c1CC(O)C(C)(C)O (stereo not given) | 8% | 18
Cc1ccc(S(=O)(=O)N2CCN(C(=O)C3Cc4ccccc4CN3C(=O)c3ccco3)CC2)cc1 (stereo not given) | ? | nt
CC(Cc1ccccc1)C(=O)NCCO (stereo not given) | -11% | -3
O=C(NCCC1=CCCCC1)c1ccc(F)c(S(=O)(=O)N2CCOCC2)c1 | 10% | -2

Following part
Lipid storage S3 | Lipid storage S3 cell count max | smiles
10% | nt | CCN(CC(=O)Nc1ccc(OC(F)F)cc1)C1CCCCC1
? | nt | COc1ccc([N+](=O)[O-])cc1NC(=O)CSc1nc(C)cc(C)n1
2% | 14 | Fc1c(F)c(-n2nnc3ccccc32)c(F)c(F)c1Cl
? | nt | CCCCNC(=O)C(c1ccc(OCC(=O)OC)c(C(=O)OC)c1)N(CCc1c[nH]c2ccccc12)C(=O)CCCCCN1C(=O)NC(c2ccc(-c3ccccc3)cc2)C(C(=O)OCc2ccccc2)=C1C (stereo not given)
12% | 9 | COC(=O)[C@H]1C[C@@H]1[C@H](NC(=O)OCc1ccccc1)c1ccccc1
-12% | -10 | CC(=O)/C=C\c1ccccc1OC(=O)c1cc2ccccc2oc1=O
? | nt | CCn1c(SCC(=O)N/N=C/c2cccs2)nc2ccccc21
-9% | 9 | CCc1ccc(NC(=O)C(=O)NCCN2CCN(S(C)(=O)=O)CC2)cc1
? | nt | Cc1ccc(S(=O)(=O)N2CCC(C(=O)N3CCCC(C(F)(F)F)C3)CC2)cc1C (stereo not given)
? | nt | CC1=CC(=C(C#N)C#N)C=C(C)N1CCN1CCN(C(=O)Nc2cccc(Cl)c2)CC1
? | nt | COc1ccccc1-n1c(SCC(=O)Nc2cccc(C)c2)nc2c(c1=O)SCC2
10% | -12 | O=C1C(Cl)=C(NCC2CCCO2)C(=O)N1Cc1ccccc1 (stereo not given)
6% | -11 | Cc1ccccc1CN1CCN(C(C)C(=O)NNC(=O)c2ccc(F)cc2)CC1 (stereo not given)
13% | 7 | COc1ccccc1C(=O)NCc1ccccc1
? | nt | Cc1ccccc1OCc1nnc(SCC(=O)Nc2c(C)n(C)n(-c3ccccc3)c2=O)n1-c1ccccc1
? | nt | Cc1nc(-c2ccc(F)cc2)c(CC(=O)N(C)CC(=O)Nc2c(C)cccc2C)s1
? | nt | Cc1ccc(C(=O)CCC(=O)N2CCC(C(N)=O)CC2)cc1
i | nt | CCN(CC)c1nc2ccccc2nc1-n1nc(C)cc1C
? | nt | COc1ccc2[nH]c(C(=O)N/N=C/c3ccc(O)cc3O)cc2c1
i | 21 | Cc1c(C(=O)NC2CCCc3ccccc32)oc2ccccc12 (stereo not given)
6% | nt | Nc1nc(-c2ccc(-n3nncc3-c3ccco3)cc2)cs1
11% | 8 | O=C(CCNS(=O)(=O)c1cccs1)NC1CCN(Cc2ccccc2)CC1
? | nt | CN1CCN(CC#CCC2(O)c3ccccc3-c3ccccc32)CC1
? | nt | CCN(CC)c1ccc(NC(=O)C2=CCN(S(=O)(=O)c3ccc(F)cc3)CC2)c(C)c1
i | 8 | Cc1ccc(NC(=O)C2CCN(S(=O)(=O)c3ccc4[nH]c(=O)oc4c3)CC2)cc1F
? | nt | O=Cc1cn(-c2ccccc2)nc1-c1ccncc1
? | nt | COc1cc(OC)c(C2=NOC(C(=O)Nc3cc(C)nn3-c3ccccc3)C2)cc1Cl (stereo not given)
i | 0 | Cc1cc(C)cc(NC(=S)/C(=C(\[O-])c2ccc(Cl)cc2Cl)[n+]2ccc(C(C)(C)C)cc2)c1
? | nt | COCCNC(=O)c1ccc(C(=O)NCCOC)s1
i | nt | CCC(C(=O)NCc1ccco1)N(C(=O)CNS(=O)(=O)c1ccccc1)c1ccc(OC)cc1 (stereo not given)
? | nt | CCN(CC)c1ccc(/C=N/N2C(C)CCCC2C)c(O)c1 (stereo not given)
? | nt | O=C(CN1C(=O)NC2(CCCCCC2)C1=O)NCc1ccco1
? | nt | CC(Cc1ccccc1)NC(=O)CN1C(=O)c2ccccc2S1(=O)=O (stereo not given)
? | nt | Cc1ccc(C(C2C(=O)CC(C)(C)CC2=O)C2C(=O)CC(C)(C)CC2=O)s1
? | nt | Cc1ccc2nc(SCC(=O)Nc3oc(C)c4c(C)n[nH]c(=O)c34)[nH]c2c1
? | nt | CSCCC(NC(=O)c1ccccc1)C(=O)O (stereo not given)
2% | -5 | CC(C)c1ccc(NC(=O)COC(=O)[C@H](CCC(N)=O)NC(=O)c2ccc(F)cc2)cc1
-8% | 0 | CCOC(=O)Cn1c(=O)oc2cc(S(=O)(=O)NC(C)(C)CC)ccc21
8% | 13 | Cn1c(SCc2ccccc2F)nnc1-c1ccccn1
? | nt | O=C(Cc1cccs1)N1CCCC(c2nc3c(nnn3Cc3cccc(Cl)c3)c(=O)[nH]2)C1 (stereo not given)
? | nt | O=C(N/N=C/c1ccc([N+](=O)[O-])cc1)c1cc(C2CC2)[nH]n1
-20% | -6 | CCN(CC)CCOC(=O)c1cccc(Br)c1
5% | nt | COc1ccc(OCCN2C(=O)NC3(CCc4ccccc4C3)C2=O)cc1 (stereo not given)
-1% | 1 | CCN1CCCC1CNS(=O)(=O)c1ccc(Br)cc1 (stereo not given)
2.3µM* | -21* | CCc1ccc(N2CC(C(=O)Nc3nc4ccc(S(C)(=O)=O)cc4s3)CC2=O)cc1 (stereo not given)
? | nt | COc1ccc(CN2CCn3ncc(C(=O)Nc4ccccc4)c3C2=O)cc1
-5% | 0 | CCOc1ccc(-c2c(=O)n(OCc3nc4ccccc4[nH]3)c3ccccc3[n+]2[O-])cc1
? | nt | Cc1nc2ccccc2nc(C)c1=NOCc1cccc(Cl)c1
7% | 2 | CCOC(=O)c1sc2nc(N3CCOCC3)c3c(c2c1N)CC(C)(C)N(C)C3
? | nt | O=C(NC1CC1)c1sc2cc(F)ccc2c1Cl
? | nt | O=C(CC12CC3CC(CC(C3)C1)C2)NCC(=O)N1CCCC1
? | nt | O=C(COc1ccccc1)NN1C(=O)CSC1=S
? | nt | Cn1cc(C=O)c2cc(S(=O)(=O)N3CCOCC3)ccc21
? | nt | CCOC(=O)c1c(C)c(C(=O)N2CCN(c3cccc(Cl)c3)CC2)c(C)n1C
? | nt | NS(=O)(=O)c1ccc(Cc2ncc(C(F)(F)F)cc2Cl)s1
? | nt | O=C(Cn1c(=O)n(-c2cccc(C(F)(F)F)c2)c(=O)c2sccc21)NCC1CCCO1 (stereo not given)

(continued)
Lipid storage S3 | Lipid storage S3 cell count max | smiles
? | nt | CN(C)/C=C(/C(=O)c1ccc(Cl)cc1Cl)S(=O)(=O)c1ccc(Cl)cc1
2% | 1 | CC(NC(=O)COC(=O)CNC(=O)c1ccc(-c2ccccc2)cc1)c1ccccc1 (stereo not given)
? | nt | CCN1C(=O)/C(=C\c2nc3ccccc3c(=O)n2CC)c2ccccc21
-3% | -25 | Cc1ccc(Oc2ncc(CN3CCOCC3)s2)cc1
? | nt | Cc1ccc2c(c1)N(CC(=O)NCCCN1CCN(C)CC1)C(=O)CO2
-19% | -3 | Cc1ccc(-c2nnc(SCC(=O)Nc3cccc(C(=O)N4CCOCC4)c3)n2C)cc1
-24% | -5 | COc1ccc(NC(=O)Cn2c(=O)n(-c3ccc(OC)cc3OC)c(=O)c3c(C)c(C)sc32)cc1
? | nt | CC(C)=CC(=O)OCc1csc(CC(=O)Nc2ccccc2C)n1
? | nt | O=C(OCc1ccc2c(c1)OCO2)c1ccc(S(=O)(=O)N2CCCCC2)cc1
22% | 1 | Cc1cc(C(F)(F)F)n(-c2nc(C(=O)NNS(=O)(=O)c3ccccc3[N+](=O)[O-])cs2)n1
? | nt | O=C(NC1=NC2CCCCC2N1)c1ccccc1 (stereo not given)
-26% | 5 | Cc1ccc(C(=O)N/C(=C/c2ccco2)C(=O)N2CCCCCC2)cc1
18% | 2 | COc1ccc(/C=N/NC(=O)c2ccncc2)cc1CSc1nc2ccccc2s1
-17% | 0 | CC(C)CCN1CCN(Cc2ccsc2)CC1CCO (stereo not given)
10% | 7 | O=C(COC(=O)CCCSc1nc2ccccc2[nH]1)Nc1ccc(Cl)cc1
? | nt | Cc1cccc(C)c1OCC(O)Cn1c2ccccc2c2ccccc21 (stereo not given)

Assay outcomes (PubChem BioAssay)
